Source: PubChem (several laboratories)
Rv3671c protease: inhibitors of M. tuberculosis serine protease Rv3671c | P9WHR9 | actives 0.048% (n = 320,000) | inhibition, % at 5.96 µM; in the data active = inhibition above about 38%;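 note: extracellular domain of Rv3671c used as enzyme; 0% = enzyme with DMSO and 100% = no enzyme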
CCHF vOTU inh: CCHFV vOTU protease inhibition. actives 0.55% (n = 370,000). Pep-AMC fluorescence. inhibition, % at 11.5 µM; in the data active = inhibition above about 30%; note: 0% = vehicle wells with enzyme and 100% = no enzyme wells
Anthrax LF inh2: inhibitors of Bacillus anthracis lethal factor protease | P15917 | multiplex microsphere protease cleavage assay, LF | inhibition, % at 10 µM | actives 0.12% (n = 360,000) | AID 588501; note: plate controls were buffer without enzyme for full effect and enzyme alone for no effect
Target sequence (P15917 whole entry, looked up): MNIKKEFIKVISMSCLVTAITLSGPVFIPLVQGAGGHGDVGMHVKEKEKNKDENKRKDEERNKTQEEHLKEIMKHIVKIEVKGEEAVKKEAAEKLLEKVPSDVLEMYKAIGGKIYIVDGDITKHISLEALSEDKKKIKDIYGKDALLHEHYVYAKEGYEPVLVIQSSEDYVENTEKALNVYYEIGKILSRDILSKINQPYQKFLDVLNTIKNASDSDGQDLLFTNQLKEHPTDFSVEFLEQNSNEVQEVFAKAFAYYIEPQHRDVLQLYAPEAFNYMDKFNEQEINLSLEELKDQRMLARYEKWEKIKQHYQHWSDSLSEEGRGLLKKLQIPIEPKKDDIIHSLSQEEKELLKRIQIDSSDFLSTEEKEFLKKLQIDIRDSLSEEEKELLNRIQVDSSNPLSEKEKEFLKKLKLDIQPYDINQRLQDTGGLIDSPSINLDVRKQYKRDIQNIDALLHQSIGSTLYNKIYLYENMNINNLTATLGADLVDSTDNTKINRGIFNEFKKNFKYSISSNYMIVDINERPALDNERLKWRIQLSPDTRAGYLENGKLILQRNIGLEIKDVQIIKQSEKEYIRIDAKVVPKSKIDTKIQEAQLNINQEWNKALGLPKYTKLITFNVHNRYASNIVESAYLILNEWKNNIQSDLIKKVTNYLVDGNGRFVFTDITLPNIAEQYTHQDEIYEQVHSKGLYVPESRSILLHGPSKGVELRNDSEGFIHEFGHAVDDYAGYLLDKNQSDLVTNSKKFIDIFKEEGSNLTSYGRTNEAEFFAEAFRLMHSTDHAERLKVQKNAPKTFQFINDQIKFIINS
BoNT-F LC inh: blocks Botulinum neurotoxin F light chain protease. actives 0.22% (n = 360,000). AID 588497. Multiplex microsphere protease cleavage assay, flow cytometry. inhibition, % at 10 µM; in the data active = inhibition above about 35%, passing the limit was not always enough; inconclusive = no clear call, values can overlap the other calls; note: plate controls were buffer without enzyme for full effect and enzyme alone for no effect
PrPC surface inh: inhibitors of human cell surface prion protein PrPC; P04156; TR-FRET read-out; inhibition, % at 13.8 µM; actives 0.43% (n = 370,000); AID 720596; in the data active = inhibition above about 24%; note: 0% = median of the test wells and 100% = reference compound wells
BoNT-A LC inh2: inhibitors of Botulinum neurotoxin A light chain protease | actives 0.17% (n = 360,000) | multiplex microsphere protease substrate cleavage, flow cytometry | inhibition, % at 10 µM; note: plate controls were buffer without enzyme for full effect and enzyme alone for no effect
PriA SSB inh: inhibitors of Klebsiella pneumoniae PriA binding to SSB C-terminal tail | AlphaScreen SSBct-PriA binding, biotinylated peptide | inhibition, % at 33 µM | actives 0.6% (n = 430,000); in the data active = inhibition mostly above about 37%, no sharp cut-off; inactive = mostly below about 20%;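 note: plate controls were negative control peptide for no effect and reference peptide for full effect; strong numbers were not always called active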
MazEF act: MazEF (E. coli) toxin RNase activation; P0AE70; AID 504720; activation, % at 20 µM; actives 0.32% (n = 350,000); FAM/BHQ RNA-DNA oligo cleavage fluorescence, 5 h; in the data active = activation above about 50%
Target sequence (P0AE70 whole entry, looked up): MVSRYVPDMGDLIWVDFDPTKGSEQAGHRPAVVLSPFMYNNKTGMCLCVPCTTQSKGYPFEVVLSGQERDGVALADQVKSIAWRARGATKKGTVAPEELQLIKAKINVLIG
SARS 3CLpro inh: SARS-CoV 3CLpro protease inhibition; P0C6X7; recombinant SARS-CoV 3CLpro, quenched FRET peptide cleavage; inhibition, % at 6 µM; actives 0.14% (n = 290,000); AID 1706; in the data active = inhibition above about 12%
VHR inh abs: blocks human VHR1 dual specificity phosphatase; actives 0.52% (n = 290,000); recombinant VHR phosphatase, pNPP absorbance; P51452; AID 1654; inhibition, % at 13.3 µM; in the data active = inhibition above about 50%; note: some compounds called inactive have numbers as strong as hits
Target sequence (P51452 whole entry, looked up): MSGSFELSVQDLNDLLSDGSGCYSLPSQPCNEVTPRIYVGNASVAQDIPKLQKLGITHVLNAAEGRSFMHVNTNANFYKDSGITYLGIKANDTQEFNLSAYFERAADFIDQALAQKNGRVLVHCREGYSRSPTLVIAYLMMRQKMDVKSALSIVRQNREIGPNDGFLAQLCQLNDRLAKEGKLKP
* hit, by the source's call; u = inconclusive; x = no result given; & = joins results of further samples. Cut-off read from the data, not from the text of the source, unless noted: active = inhibition above about 30%; inconclusive = no clear call, values can overlap the other calls; inactive = below that.

(1) CCN(CC(=O)Nc1c(F)cccc1F)C(=O)/C=C/c1ccc(S(=O)(=O)N2CCCCCC2)cc1
(2) Cc1ccc(-n2nc3cc(C)c(NC(=O)c4cccnc4)cc3n2)cc1
(3) COc1ccc(Nc2nc(-c3ccccc3)c3ccccc3n2)cc1
(4) CC(C)(C)OC(=O)COc1cc(F)ccc1[N+](=O)[O-]
(5) O=C(CCCCCNC(=O)N1CCn2c1nc1ccccc12)N[C@@H](C(=O)O)c1ccccc1
(6) Cc1cc(NC(=O)CSc2nnnn2-c2ccc(C)c(C)c2)no1
(7) O=C(Cc1ccccc1)NCCC1=CCCCC1
(8) CCOC(=O)c1nn(-c2ccc(F)cc2)c(=O)cc1OCC(=O)Nc1ccc(OCC)cc1

assay / entry	1	2	3	4	5	6	7	8
Rv3671c protease	16	9	2	0	-3	-5	-5	-5
CCHF vOTU inh	-1	-4	2	-2	-1	3	-9	-6
Anthrax LF inh2	-5	0	1	4	1	-2	-1	-2
BoNT-F LC inh	1	-1	-2	-3	-4	-2	2	2
PrPC surface inh	-3	1	-6	3	-4	-2	3	7
BoNT-A LC inh2	2.8	0.0	-0.3	-0.4	-0.4	-0.1	0.0	-0.4
PriA SSB inh	-12	-3	1	-7	-4	-9	-2	-18
MazEF act	-3	2	1	6	-12	-11	-1	3
SARS 3CLpro inh	x	0	2	x	0	-2	-4	x
VHR inh abs	x	4	38	x	4	20	-11	x

(9) Cc1ccc(-c2noc(Cn3cc(S(=O)(=O)N4CCCC4)ccc3=O)n2)cc1
(10) O=C(c1cccc(OC(F)F)c1)N1CCN(c2ncccn2)CC1
(11) CCOC(=O)C(C)(C)N(Cc1ccccc1C)S(=O)(=O)c1ccc(Cl)c([N+](=O)[O-])c1
(12) CCN(CC(=O)NCc1cccs1)C(=O)c1ccc(NS(=O)(=O)c2cccc([N+](=O)[O-])c2)cc1
(13) O=C(COC(=O)c1nsc(Cl)c1Cl)NC1CCCC1
(14) C#CCOc1c(Cl)cc(C2C3=C(CCCC3=O)N(CC(=O)O)C3=C2C(=O)CCC3)cc1OC
(15) CCOC(=O)c1c(S(=O)(=O)N2CCCC2)c(C)n(C)c1C
(16) CC(=O)N1CCN(c2ccc(NC(=O)c3cccc(Cl)c3)cc2)CC1

assay / entry	9	10	11	12	13	14	15	16
Rv3671c protease	-5	1	-3	10	2	-5	0	6
CCHF vOTU inh	4	13	-1	-7	4	-161	1	-3
Anthrax LF inh2	-6	-2	1	-8	-2	17	0	-3
BoNT-F LC inh	-11	-6	-6	0	0	-1	5	-5
PrPC surface inh	8	4	-1	-5	-1	-1	9	9
BoNT-A LC inh2	0.1	0.1	-0.3	-0.5	0.2	-0.4	2.1	0.7
PriA SSB inh	2	-4	7	-16	1	-5	-5	8
MazEF act	-11	3	4	6	1	4	11	3
SARS 3CLpro inh	x	-5	-3	x	5	4	-4	1
VHR inh abs	x	28	17	x	21	4	13	27

(17) CC(C)(C)c1ccc(C(CC(=O)O)NC(=O)CSc2ccccc2)cc1 (centres undefined)
(18) COc1ccc(N2CCN(C(=O)Cn3cnc4c(cnn4-c4ccc(C)cc4)c3=O)CC2)cc1
(19) C/C(=N\Nc1nc(N2CCCCC2)nc(N2CCOCC2)n1)c1cccs1
(20) COc1cc(O)c(CCO)c2c1C(=O)C[C@@H](C)O2
(21) Cc1csc(=Nc2ccc(S(=O)(=O)N3CCOCC3)cc2)n1Cc1ccco1
(22) CN(C)CC#Cc1cncc(C(=O)NNC(=O)Nc2ccc(Cl)cc2)c1
(23) CC(C)C(C(=O)Nc1cccnc1)N1C(=O)c2ccccc2C1=O (centres undefined)
(24) CC(=O)Nc1cccc(NC(=O)CSc2nc3c(=O)n(C)c(=O)n(C)c3n2C)c1

assay / entry	17	18	19	20	21	22	23	24
Rv3671c protease	5	2	5	-9	-3	4	-3	4
CCHF vOTU inh	0	-18	10	-1	3&-1	6	-7	8
Anthrax LF inh2	-14	-5	-1	-6	2&-8	2	x	-3
BoNT-F LC inh	2	-15	2	-6	-14&1	1	x	-5
PrPC surface inh	10	3	-1	0	6&-1	-1	7	1
BoNT-A LC inh2	-1.0	0.1	0.0	0.2	0.7&-1.1	0.4	x	2.2
PriA SSB inh	-16	-6	x	-4	20&12	-4	-10	5
MazEF act	-4	-5	3	2	-12&-1	-1	6	3
SARS 3CLpro inh	3	4	-6	-2	2	3	-9	x
VHR inh abs	16	12	-21	7	33	19	7	x

(25) C=CCSc1nnc(Cc2c(C)[nH]c3ccccc23)o1
(26) COc1cc(C)nc(NS(=O)(=O)c2ccccc2)n1
(27) CCCCn1c(=O)[nH]c(=O)c2c1nc(-c1ccc(OCC)cc1)n2CC
(28) COCCCNC(=O)C1CCCN(C(=O)Nc2ccc(OC)cc2)C1 (centres undefined)
(29) CCc1cccc2c(C(=O)C(F)(F)F)cn(CC(=O)NCC3CCCO3)c12 (centres undefined)
(30) Cc1ccccc1NC(=O)CSc1nnc(NC(=O)C2CC2)s1
(31) O=C(Cc1ccc(Cl)cc1)NCC(=O)N1CCC2(CC1)NCCc1[nH]cnc12
(32) COCCNc1nc(NCCN2CCNC2=O)c2sc(-c3ccccc3)cc2n1

assay / entry	25	26	27	28	29	30	31	32
Rv3671c protease	3	3	6	-2	-7	-5	x	x
CCHF vOTU inh	4	5	3	22	-3	1	-6	-1
Anthrax LF inh2	1	1	5	u	-1	18	-1	-4
BoNT-F LC inh	-2	6	-11	0	4	2	-1	-1
PrPC surface inh	-8	8	0	4	2	-3	-4	-6
BoNT-A LC inh2	-0.1	0.4	-1.2	-0.4	-0.3	-1.3	-0.1	0.1
PriA SSB inh	6	-15	-8	-14	-18	8	x	x
MazEF act	2	-9	0	5	4	2	9	x
SARS 3CLpro inh	-7	-3	7	1	3	-2	x	x
VHR inh abs	25	5	16	6	9	6	x	x

(33) CCOc1ccccc1C(=O)Nc1ccccc1O
(34) Cc1ccc(C)c(S(=O)(=O)N2CCC(c3nc4c(nnn4Cc4ccc(F)cc4)c(=O)[nH]3)CC2)c1
(35) COc1ccc(-c2ccc(=O)[nH]n2)cc1
(36) CN(C)/C=C/C(=O)c1ccc(S(=O)(=O)c2ccccc2)cc1
(37) CCOC(=O)CNC(=O)Cc1ccc(OC)cc1
(38) CCC(C)[C@H](NC(=O)NCc1ccc(OC)c(OC)c1)C(=O)O (some centres undefined)
(39) C[C@@H]1COc2cccc(N3CCSCC3)c2S(=O)(=O)N1
(40) CC(=O)c1ccc(Nc2cnn(C34CC5CC(CC(CC(=O)O)(C5)C3)C4)c(=O)c2Cl)cc1

assay / entry	33	34	35	36	37	38	39	40
Rv3671c protease	-1	-29	-1	-5	0	0	x	9
CCHF vOTU inh	-7	1	x	-6	-6	-6	0	20
Anthrax LF inh2	-2	-3	-3	-2	16	4	1	-9
BoNT-F LC inh	14	-6	-2	-2	u	-4	8	-2
PrPC surface inh	-2	1	x	3	7	2	-3	-4
BoNT-A LC inh2	0.4	0.2	-1.2	0.9	5.5	0.2	0.2	0.5
PriA SSB inh	1	8	-11	-25	-15	-9	x	-2
MazEF act	3	-4	4	0	5	1	x	-9
SARS 3CLpro inh	-1	2	-8	-1	-8	1	x	-1
VHR inh abs	3	28	8	7	13	8	x	4

Rewritten bar-delimited: 6 of the compounds above
entry | canonical_smiles | Rv3671c protease | CCHF vOTU inh | Anthrax LF inh2 | BoNT-F LC inh | PrPC surface inh | BoNT-A LC inh2 | PriA SSB inh | MazEF act | SARS 3CLpro inh | VHR inh abs
33 | CCOc1ccccc1C(=O)Nc1ccccc1O | -1 | -7 | -2 | 14 | -2 | 0.4 | 1 | 3 | -1 | 3
34 | Cc1ccc(C)c(S(=O)(=O)N2CCC(c3nc4c(nnn4Cc4ccc(F)cc4)c(=O)[nH]3)CC2)c1 | -29 | 1 | -3 | -6 | 1 | 0.2 | 8 | -4 | 2 | 28
35 | COc1ccc(-c2ccc(=O)[nH]n2)cc1 | -1 | x | -3 | -2 | x | -1.2 | -11 | 4 | -8 | 8
36 | CN(C)/C=C/C(=O)c1ccc(S(=O)(=O)c2ccccc2)cc1 | -5 | -6 | -2 | -2 | 3 | 0.9 | -25 | 0 | -1 | 7
37 | CCOC(=O)CNC(=O)Cc1ccc(OC)cc1 | 0 | -6 | 16 | u | 7 | 5.5 | -15 | 5 | -8 | 13
38 | CCC(C)[C@H](NC(=O)NCc1ccc(OC)c(OC)c1)C(=O)O (some centres undefined) | 0 | -6 | 4 | -4 | 2 | 0.2 | -9 | 1 | 1 | 8

Remaining list, next part
(41) CCC(C(=O)NC1CCCCC1)N(C(=O)c1snc(C(N)=O)c1N)c1ccc(OC)cc1OC (centres undefined)
(42) O=C(CSc1cn(CCNC(=O)c2cccs2)c2ccccc12)NC1CCCC1
(43) CC(=O)c1cccc(NC(=O)C(Sc2ncnc3ccccc23)c2ccccc2)c1 (centres undefined)
(44) C[N+]1(CCOS(=O)C23CC4CC(CC(C4)C2)C3)CCOCC1 (centres undefined)
(45) Cc1cc(C)nc(N2CCC(CNC(=O)CCc3ccccc3)CC2)n1
(46) CCN1C(=O)CC(NCc2ccc3c(c2)OCO3)C1=O (centres undefined)
(47) COc1ccc(NC(=O)C2Cc3c(-c4cccc(C(N)=O)c4)ccnc3O2)cn1 (centres undefined)
(48) CCCCC(=O)OCC(=O)Nc1ccc(C)c(F)c1

assay / entry	41	42	43	44	45	46	47	48
Rv3671c protease	1	-5	-29	2	1	5	x	-6
CCHF vOTU inh	12	-5	-5	2	-2	-13	1	6
Anthrax LF inh2	2	0	-2	2	-5	-2	-2	-2
BoNT-F LC inh	2	2	-11	-8	-7	4	4	-2
PrPC surface inh	-5	2	12	3	-6	0	9	6
BoNT-A LC inh2	-0.5	0.7	0.4	-0.2	0.1	-0.5	-0.6	-1.0
PriA SSB inh	-2	-11&-2	13	-13	-2	-8	x	-21
MazEF act	9	3	-7	4	1	5	x	-19
SARS 3CLpro inh	3	-1	-2	-1	-1	0	x	2
VHR inh abs	2	7	0	17	32	14	x	14

(49) CCCc1ncc(CN2CCCC(C(=O)Nc3ccc(-c4cccc(OC)c4)cc3)C2)cn1 (centres undefined)
(50) Cc1ccc(CONS(=O)(=O)c2cc(C)ccc2C)cc1
(51) CCOC(=O)c1c(C)nc2c(C#N)cnn2c1C
(52) COc1cc(C2C(C(C)=O)=C(O)C(=O)N2c2ccc(C)cc2)ccc1O (centres undefined)
(53) COc1cc2c(cc1OC)C(c1ccccc1Br)NC(=O)C2 (centres undefined)
(54) O=C(C[n+]1cn(C(F)F)c2ccccc21)c1ccc(OC(F)F)cc1
(55) CCN(CC(=O)NCc1cccs1)CC(=O)Nc1cccc(S(N)(=O)=O)c1
(56) COc1ccc(OCc2n[nH]c(=S)o2)cc1

assay / entry	49	50	51	52	53	54	55	56
Rv3671c protease	1	-5	4	-5	1	3	-4	-1
CCHF vOTU inh	11	11	2	2	4	-7	0	-2
Anthrax LF inh2	0	-2	-2	-1	13	-7	-2	1
BoNT-F LC inh	2	1	1	3	-16	-8	-2	-6
PrPC surface inh	5	4	-5	-9	4	0	3	-4
BoNT-A LC inh2	0.4	-2.8	0.3	-0.6	-0.5	-1.8	0.5	0.0
PriA SSB inh	2	-19	-18	-14	3	1	-7	0
MazEF act	-22	3	1	3	4	2	11	6
SARS 3CLpro inh	-5	x	1	2	-3	6	x	2
VHR inh abs	5	x	17	7	-32	18	x	-15

(57) COC(=O)CSc1nnc(C2COc3ccccc3O2)n1-c1ccccc1 (centres undefined)
(58) Cc1ccc(C(=O)C2=C(O)C(=O)N(Cc3cccnc3)C2c2ccc(N(C)C)cc2)o1 (centres undefined)
(59) CC1(C)Cc2c(cnn2-c2ccc(F)cc2)C(NC(=O)C(C)(C)O)C1 (centres undefined)
(60) COc1ccc(C(C(=O)NCC2CCCO2)N(C(=O)Cn2nnc3ccccc32)c2ccc(NC(C)=O)cc2)c(OC)c1 (centres undefined)

assay / entry	57	58	59	60
Rv3671c protease	-1	5	-2	-9
CCHF vOTU inh	5	14	-6	-9
Anthrax LF inh2	-4	-10	-4	3
BoNT-F LC inh	4	8	-7	-7
PrPC surface inh	11	0	-1	-5
BoNT-A LC inh2	0.3	-0.9	-3.5	-0.1
PriA SSB inh	-9	7	3	-5
MazEF act	-6	5	7	11
SARS 3CLpro inh	-3	0	-5	18*
VHR inh abs	11	-40	6	24

This is a subset (hit frequency here may not be typical).
